Compound activity from PubChem.
EPAC1 antag: blocks human EPAC1 exchange factor; O95398; EPAC1 GEF assay, Rap1b-BODIPY-GDP exchange fluorescence; Potency, µM (highest dose often 115 µM), for inactives: at the top dose activity change, negative = inhibition, most hits filed as inhibitors; actives 0.14% (n = 360,000);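 also: potency is read from the fitted curve at half-maximal effect; plate controls were vehicle for no effect and positive control for full effect; nearly all actives have a fitted effect of over 50% in size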
Abeta rescue: A-beta toxicity reversal in yeast; yeast expressing A-beta42, growth rescue, OD600, 48 h; response scale: 0% DMSO, 100% iron-clioquinol control; Potency, µM (titrated, usually from 46.1 µM), for inactives: at the top dose growth rescue, usual class: activators; actives 0.063% (n = 410,000); AID 1347071; also: potency is read from the fitted curve at half-maximal effect; nearly all actives have a fitted effect of over 55% in size
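Yeast A-beta toxicity model in growth medium with pinned compounds, 48 h at 30 C; growth read as absorbance at 600 nm. Normalized to FeCl3/clioquinol equimolar mix (positive) and DMSO (negative).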
IL-2 act: activators of IL-2. activation, % (series mostly up to about 46 µM). IL-2 activation reporter assay, cell-based qHTS; stimulated with anti-CD3/CD4/CD28 beads; in transgenic mouse T cells. actives 0.065% (n = 360,000); in the data active = activation above about 50%; inconclusive = mostly about 30% to 49%; also: 0% is about no effect
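EGFP and DsRed fluorescence is measured by plate cytometry in unstimulated transgenic mouse T cells exposed to compound for 60 minutes, then stimulated 18 hours at 37 degrees C with anti-CD3/anti-CD4 beads plus anti-CD28.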
PI5P4K alpha inh: blocks human PI5P4K alpha kinase activity | actives 1.2% (n = 330,000) | max response, % | PI5P4Kalpha enzyme, ADP-Glo luminescence, 60 min; stronger effect = lower value | P48426; active = max response of -50% or lower; inconclusive = between -30% and -50%; inactive = -30% or higher; also: value at the top dose of about 77 µM; % is scaled to controls: 0 for no effect and ±100 for the full control effect
Target sequence (P48426 whole entry, looked up): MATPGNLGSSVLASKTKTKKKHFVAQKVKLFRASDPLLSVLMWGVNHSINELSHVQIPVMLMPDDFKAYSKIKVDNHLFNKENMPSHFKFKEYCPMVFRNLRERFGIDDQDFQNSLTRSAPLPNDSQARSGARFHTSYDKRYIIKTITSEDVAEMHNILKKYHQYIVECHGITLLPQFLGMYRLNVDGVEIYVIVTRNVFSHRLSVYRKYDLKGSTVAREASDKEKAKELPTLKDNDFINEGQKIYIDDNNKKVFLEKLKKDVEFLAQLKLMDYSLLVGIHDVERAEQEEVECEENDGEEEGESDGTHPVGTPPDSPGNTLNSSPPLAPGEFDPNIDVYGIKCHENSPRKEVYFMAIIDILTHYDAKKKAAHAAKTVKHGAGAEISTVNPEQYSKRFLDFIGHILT
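Quantitative HTS of the MLSMR library against PI5P4Kalpha with substrate. ATP added last at 5 microM final; room temperature, 60 minutes. Remaining ATP depleted, ADP converted and read as luminescence.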
aSyn yeast inh: rescues yeast growth from alpha-synuclein toxicity; actives 0.14% (n = 370,000); Potency, µM (series often up to 46.1 µM), for the others: top-dose growth rescue (activation), hits mostly activators; AID 652106; Yeast expressing alpha-synuclein, growth rescue, BacTiter-Glo, 24 h; also: potency is read from the fitted curve at half-maximal effect; % of control where 0% means no effect; nearly all actives have a fitted effect of over 65% in size
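Screening used galactose-induced yeast with toxic alpha-synuclein levels, exposed to compound for 24 hr at 30 deg C. Cell growth, read with BacTiter-Glo luminescence, gave the measured signal.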
EPAC1 ag: agonists of human EPAC1 | Potency, µM (titrated, usually from 154 µM), for inactives: top-dose activation, most hits filed as activators | actives 0.073% (n = 360,000) | EPAC1 agonist qHTS, biochemical assay; response scale: 100% = response to 6.5 mM cAMP | O95398; also: potency is read from the fitted curve at half-maximal effect; nearly all actives have a fitted effect of over 60% in size
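Multi-concentration qHTS readout: loss of Rap1B-bound BODIPY-GDP fluorescence driven by 100 nM EPAC1 with excess GDP (50 uM), monitored kinetically at room temperature; agonist response expressed relative to 6.5 mM cAMP.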
PLK1 PBD block: inhibitors of human PLK1 polo-box domain binding | P53350 | Plk1 PBD binding of FITC phosphopeptide, fluorescence polarization | Potency, µM, for inactives: max response, negative = inhibition, usual class: inhibitors | actives 2.8% (n = 360,000); also: potency is read from the fitted curve at half-maximal effect; series mostly up to about 57 µM; % is scaled to controls: 0 for no effect and ±100 for the full control effect; nearly all actives have a fitted effect of over 65% in size
Target sequence (P53350 whole entry, looked up, the tested form may be a part): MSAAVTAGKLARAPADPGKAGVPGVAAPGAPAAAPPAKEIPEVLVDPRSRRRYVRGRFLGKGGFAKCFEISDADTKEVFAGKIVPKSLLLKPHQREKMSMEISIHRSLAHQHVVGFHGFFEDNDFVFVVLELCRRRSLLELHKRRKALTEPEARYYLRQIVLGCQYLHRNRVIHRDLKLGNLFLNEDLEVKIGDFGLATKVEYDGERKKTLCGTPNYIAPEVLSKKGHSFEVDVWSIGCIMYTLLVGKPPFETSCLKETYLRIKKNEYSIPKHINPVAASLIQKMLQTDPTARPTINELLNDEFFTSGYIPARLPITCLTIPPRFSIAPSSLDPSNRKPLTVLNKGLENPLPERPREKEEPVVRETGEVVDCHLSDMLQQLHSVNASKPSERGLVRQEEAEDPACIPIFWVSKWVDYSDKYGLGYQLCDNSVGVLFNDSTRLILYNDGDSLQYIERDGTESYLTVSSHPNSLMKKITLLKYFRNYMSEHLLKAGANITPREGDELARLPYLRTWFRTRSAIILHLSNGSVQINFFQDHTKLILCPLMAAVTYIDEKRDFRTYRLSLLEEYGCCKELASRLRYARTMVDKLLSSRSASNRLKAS
FUS yeast rescue: suppressors of FUS proteinopathy in yeast. S. cerevisiae FUS-expressing, growth rescue, OD600, 24 h. Potency, µM (titrated, usually from 76.6 µM), for the others: top-dose growth rescue (activation), most hits filed as activators. actives 0.24% (n = 390,000). AID 1347120;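 also: potency is read from the fitted curve at half-maximal effect; plate controls were DMSO vehicle for no effect and reference control for full effect; nearly all actives have a fitted effect of over 55% in size; some results filed as inactive show a strong effect at the top dose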
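Galactose (2%) drives FUS expression in yeast precultured in raffinose; seeding density OD 0.005. Test compounds incubated 24hr at 30C and 99% humidity before absorbance at 600 nm was measured.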
WRN inhibitor: inhibitors of human WRN helicase | Q14191 | WRN helicase unwinding, fluorescent forked duplex, kinetic | Potency, µM (highest dose often 114 µM), without a hit: top-dose activity change, negative = inhibition, most hits filed as inhibitors | actives 0.46% (n = 360,000); also: potency is read from the fitted curve at half-maximal effect; % is scaled to controls: 0 for no effect and ±100 for the full control effect; nearly all actives have a fitted effect of over 55% in size
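Primary qHTS, 1536-well format. 20 nM WRN + compound, 15 min RT; start with 100 nM forked fluorophore/quencher duplex, 2 mM ATP (final); kinetic read ex 525/em 598 nm.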
* = called active by the depositor; ? = inconclusive; . = no result given; [ ] = remark or other dose. Unless noted, calls follow the shape of the dose curve; as a rule, active = well fitted curve in the direction sought with a large enough effect; inconclusive = small, poorly fitted or top-dose-only effect, or another doubt; inactive = no such curve, though single readings can be large; an effect the other way counts as inactive or inconclusive.

canonical_smiles | EPAC1 antag | Abeta rescue | IL-2 act | PI5P4K alpha inh | aSyn yeast inh | EPAC1 ag | PLK1 PBD block | FUS yeast rescue | WRN inhibitor
CCC(CO)Oc1cc(NCc2ccc(Cl)cc2Cl)c2ncn(C(C)C)c2c1 (stereo unspecified) | -2% | -34%[inhibitor] | -0.6 | -6 | -39%[inhibitor] | -3% | -10% | 35% | 3%
COC(=O)c1ccc(-c2ccc(F)cc2)nc1C | 5% | -19% | 0.1 | 10 | -2% | 0% | -5% | -10% | 1%
COCC(C)NC(=O)c1nn(Cc2ccccc2)c(=O)c2ccccc12 (stereo unspecified) | 13% | 8% | -1.2 | -2 | 8% | -3% | -3% | -1% | -10%
Cc1c(NC(=O)CSc2nc3ccc(Cl)cc3[nH]2)c(=O)n(-c2ccccc2)n1C | 14% | 4% | -0.6 | -13 | 5% | 2% | -9% | 33% | 2%
S=c1[nH]cc(Cc2ccccc2)s1 | 3% | ? | -0.7 | -1 | -14% | 5% | ? | -2% | -7%
CC1CCCCC12NC(=O)N(CC(=O)Nc1ccc(OC(F)F)cc1)C2=O (stereo unspecified) | 1% | 5% | -0.2 | 0 | -4% | -1% | 2% | . | -2%
COc1cc(Nc2ccc(C)cc2)c([N+](=O)[O-])nc1[N+](=O)[O-] | -10% | -14% | -2.9 | . | -3% | -2% | -6% | 4% | 2%
C=C(C(=O)c1ccccc1)C(C(=C)C(=O)c1ccccc1)c1ccc(OC)cc1 | 5% | 9% | -1.1 | -1 | 7% | -3% | 2% | 9% | 3%
CCC(Oc1ccccc1OC)C(=O)Nc1ccc2c(c1)OCO2 (stereo unspecified) | 9% | -3% | -1.0 | ? | -4% | 19% | -9% | -1% | -7%
CCc1noc(C)c1C(=O)N1CCN(S(=O)(=O)c2ccc(Br)cc2)CC1 | 21% | 4% | -3.8 | 1 | -2% | 1% | -4% | 3% | 13%
CC1CCN(S(=O)(=O)c2cccc(C(=O)Nc3nncs3)c2)CC1 | -27% | 10% | -0.4 | -10 | 1% | -8% | 3% | 9% | -10%
Oc1cc2c(cc1CN1CCN(c3ncccn3)CC1)OCO2 | 10% | -2% | -3.9 | -4 | 1% | 4% | -29% | -11% | 4%
CCOC(=O)c1cc(-c2ccccc2)n(CCC(=O)N2CCN(c3ccccn3)CC2)c1C | -21% | 2% | -0.6 | 4 | 0% | 6% | -20% | . | -1%
Cc1cccc(CN2CCc3c(OCC(=O)N4CCCc5ccccc54)cccc3C2=O)c1 | -13% | 9% | -2.1 | 6 | 2% | -5% | -8% | 29% | -11%[57.1 µM]
O=C(NC1(C(F)(F)F)C(=O)Nc2c1c(=O)[nH]c(=O)n2-c1ccccc1)c1ccncc1 (stereo unspecified) | 6% | -9% | -2.8 | -4 | -6% | 0% | -9% | 10% | -2%
COCCNC(=O)/C(C#N)=C/c1ccc(O)c([N+](=O)[O-])c1 | -2% | 8% | -1.7 | ? | -1% | -9% | -2% | -15% | 5%
CCCCn1nnnc1C(c1ccccc1)N1CCN(c2ccc(C(F)(F)F)cn2)CC1 (stereo unspecified) | -15% | -33%[inhibitor] | 0.8 | 11 | 3% | -13% | 5% | 26% | -8%
COc1ccc(CCNC(=O)C(C)SCc2ccccc2)cc1 (stereo unspecified) | -5% | 0% | 1.6 | 3 | 10% | -3% | -6% | 9% | 3%
COCC(=O)Nc1ccc(C)c(Cl)c1 | -5% | 4% | -3.6 | -2 | -3% | -2% | -5% | -6% | 8%
COc1ccc(NC(=O)CSc2nc(C3CC3)nc3ccccc23)c(OC)c1 | 6% | 6% | -3.2 | -2 | 2% | -10% | -8% | 44% | -3%
O=C(O)CCNC(=O)c1cncc(Br)c1 | -6% | 0% | -2.3 | . | -18% | 7% | ? | 8% | -3%
CCCc1cc(=O)[nH]c(SCC(=O)Nc2cccc3ccccc23)n1 | 16% | 2% | 1.1 | -7 | -1% | 0% | -2% | 20% | 8%
CC(C)[C@@H](CO)NC(=O)c1ccc2c3n(nc2c1)-c1ccccc1CO3 | -9% | -23% | -0.2 | -7 | -13% | -9% | -17% | -14% | 8%
CCS(=O)(=O)N1Cc2cc(C(=O)NCC3CC3)nc(-c3cccc(-c4cccnc4)c3)c2[C@@H]1CCO | 23% | -14% | -0.7 | -2 | -1% | -7% | -1% | -8% | 7%
Cc1ccc(S(=O)(=O)NC(=O)c2cc(C)n(-c3ccccc3)c2C)cc1 | -21% | 2% | -1.3 | 2 | -9% | 5% | -2% | 6% | 2%
Cc1ccc(C(=O)NCCC(=O)NCc2cc(=O)n(C)c(=O)n2C)cc1 | 15% | -5% | -4.7 | -5 | -1% | 5% | -12% | 29% | -1%
CC(C)(C)C(CO)NC(=O)c1ccc[nH]1 (stereo unspecified) | 0% | 17% | 1.6 | 0 | 0% | 4% | -16% | -17% | -1%
COc1ccc(S(=O)(=O)Nc2cccc3c2O[C@H](CN(C)S(=O)(=O)c2ccccc2)[C@@H](C)CN([C@H](C)CO)C3=O)cc1 | -20% | -1% | -0.3 | ? | -2% | -23% | -12% | 16µM* | -4%
COC(=O)COc1ccc2c(=O)c(Oc3ccccc3)c(C)oc2c1 | -1% | 3% | -1.1 | -2 | 1% | 3% | -7% | 18% | 16%
CCCCNC(=O)O[C@@H]1C[C@@H]2CCN3C(=O)CCC[C@H]([C@H]1CC)[C@H]23 | -4% | 1% | -0.4 | -2 | -2% | -7% | ? | 0% | 1%

Next section
smiles,EPAC1 antag,Abeta rescue,IL-2 act,PI5P4K alpha inh,aSyn yeast inh,EPAC1 ag,PLK1 PBD block,FUS yeast rescue,WRN inhibitor
CCOCc1c(C(=O)N2CCN(CCOc3ccc(Cl)cc3)CC2)oc2ccccc12,-15%,4%,-1.2,11,10%,12%,-8%,44%,-15%
CC(C)NC(=O)N(C)C[C@@H]1OCc2cnnn2CCCC(=O)N([C@H](C)CO)C[C@@H]1C,-17%,10%,-2.6,-2,-1%,-8%,-11%,-27%,4%
Cc1ccccc1-n1nnnc1SCC(N)=O,-24%,-2%[9.22 µM],-3.2,6,6%,15%,-1%,-37%,-14%
Cc1c(NS(=O)(=O)c2cccc3nsnc23)c(=O)n(-c2ccccc2)n1C,-11%,-16%,-1.2,0,-8%,-3%,-20%,2%,5%
COc1ccccc1NC(=O)c1nnn(CC(=O)Nc2ccccc2)c1N,0%,-2%,-0.2,-6,-4%,1%,?,5%,-12%
Cc1cccc(-n2c(C)nc3c(cnn3-c3ccc(F)cc3)c2=O)c1,5%,6%,-3.4,1,2%,-14%,-6%,25%,5%
CCc1ccccc1NC(=O)c1cc(=O)c2ccccc2o1,2%,-6%,0.1,4,1%,3%,-9%,-10%,5%
Cc1cccn2cc(-c3ccc(Cl)cc3)nc12,-12%,-10%,-1.0,3,-14%,-2%,-5%,-9%,-2%

Whole records from above.
Record of Cc1ccccc1-n1nnnc1SCC(N)=O : EPAC1 antag = -24%; Abeta rescue = -2%[9.22 µM]; IL-2 act = -3.2; PI5P4K alpha inh = 6; aSyn yeast inh = 6%; EPAC1 ag = 15%; PLK1 PBD block = -1%; FUS yeast rescue = -37%; WRN inhibitor = -14%
Record of Cc1c(NS(=O)(=O)c2cccc3nsnc23)c(=O)n(-c2ccccc2)n1C : EPAC1 antag = -11%; Abeta rescue = -16%; IL-2 act = -1.2; PI5P4K alpha inh = 0; aSyn yeast inh = -8%; EPAC1 ag = -3%; PLK1 PBD block = -20%; FUS yeast rescue = 2%; WRN inhibitor = 5%
Record of Cc1cccc(-n2c(C)nc3c(cnn3-c3ccc(F)cc3)c2=O)c1 : EPAC1 antag = 5%; Abeta rescue = 6%; IL-2 act = -3.4; PI5P4K alpha inh = 1; aSyn yeast inh = 2%; EPAC1 ag = -14%; PLK1 PBD block = -6%; FUS yeast rescue = 25%; WRN inhibitor = 5%

Individual results from the results shown.
CC(C)NC(=O)N(C)C[C@@H]1OCc2cnnn2CCCC(=O)N([C@H](C)CO)C[C@@H]1C in PI5P4K alpha inh = -2
Cc1c(NS(=O)(=O)c2cccc3nsnc23)c(=O)n(-c2ccccc2)n1C in IL-2 act = -1.2

(more compounds)
smiles,EPAC1 antag,Abeta rescue,IL-2 act,PI5P4K alpha inh,aSyn yeast inh,EPAC1 ag,PLK1 PBD block,FUS yeast rescue,WRN inhibitor
Nc1c(C(=O)NCc2ccccc2)c2nc3ccccc3nc2n1CCCN1CCOCC1,-12%,-25%,-2.7,8,-7%,9%,-1%,35%,-8%
CCCc1cc(C(=O)Nc2ccn(Cc3ccc(C)cc3)n2)no1,-2%,4%,0.1,-2,4%,8%,5%,21%,-10%
COc1ccc(C2=NOC(C(=O)Nc3cc(Br)ccc3O)C2)cc1OC (stereo unspecified),0%,-5%,-2.8,.,-3%,13%,-6%,33%,-2%
Cc1cc(/C=N/n2cnnc2)c(C)n1-c1ccc(Cl)cc1,-3%,-1%,-1.2,-1,17%,11%,-10%,.,-19%
CCC(C)NC(=O)c1cc2c(=O)[nH]c3ccc(C)cc3c2s1 (stereo unspecified),-11%,-21%,0.1,1,-9%,2%,-3%,11%,1%
COc1cccc(C(=O)O[C@@H]2[C@H](Cc3ccccc3)NS(=O)(=O)[C@H]3C[C@@H]4C=C[C@]23O4)c1,-2%,2%,-0.2,-2,0%,6%,-14%,34%,2%
CCCCn1c(N)c(N(CC)C(=O)c2ccc([N+](=O)[O-])c(C)c2)c(=O)[nH]c1=O,6%,-10%,-1.7,2,2%,-3%,-6%,7%,1%
CCOc1ccc(N(C(=O)c2snc(C(N)=O)c2N)C(C)C(=O)NC2CCCCC2)cc1 (stereo unspecified),13%,9%,-0.6,-2,2%,7%,6%,-18%,-5%[57.1 µM]
Cc1ccc(NC(=O)CN(C)C(=O)c2ccccn2)cc1,-5%,-11%,-0.5,-2,-3%,2%,-2%,5%,-11%

Rows are unselected. Share with any hit: about 4.1%.
